TcdB inh: blocks C. difficile toxin B glycohydrolase activity; P18177; TcdB glycohydrolase enzymatic assay, plate reader; inhibition, % at 9.99 µM; 0.24% of 350,000 active; AID 652162; in the data active means inhibition above about 10%
Target sequence (P18177 whole entry, looked up): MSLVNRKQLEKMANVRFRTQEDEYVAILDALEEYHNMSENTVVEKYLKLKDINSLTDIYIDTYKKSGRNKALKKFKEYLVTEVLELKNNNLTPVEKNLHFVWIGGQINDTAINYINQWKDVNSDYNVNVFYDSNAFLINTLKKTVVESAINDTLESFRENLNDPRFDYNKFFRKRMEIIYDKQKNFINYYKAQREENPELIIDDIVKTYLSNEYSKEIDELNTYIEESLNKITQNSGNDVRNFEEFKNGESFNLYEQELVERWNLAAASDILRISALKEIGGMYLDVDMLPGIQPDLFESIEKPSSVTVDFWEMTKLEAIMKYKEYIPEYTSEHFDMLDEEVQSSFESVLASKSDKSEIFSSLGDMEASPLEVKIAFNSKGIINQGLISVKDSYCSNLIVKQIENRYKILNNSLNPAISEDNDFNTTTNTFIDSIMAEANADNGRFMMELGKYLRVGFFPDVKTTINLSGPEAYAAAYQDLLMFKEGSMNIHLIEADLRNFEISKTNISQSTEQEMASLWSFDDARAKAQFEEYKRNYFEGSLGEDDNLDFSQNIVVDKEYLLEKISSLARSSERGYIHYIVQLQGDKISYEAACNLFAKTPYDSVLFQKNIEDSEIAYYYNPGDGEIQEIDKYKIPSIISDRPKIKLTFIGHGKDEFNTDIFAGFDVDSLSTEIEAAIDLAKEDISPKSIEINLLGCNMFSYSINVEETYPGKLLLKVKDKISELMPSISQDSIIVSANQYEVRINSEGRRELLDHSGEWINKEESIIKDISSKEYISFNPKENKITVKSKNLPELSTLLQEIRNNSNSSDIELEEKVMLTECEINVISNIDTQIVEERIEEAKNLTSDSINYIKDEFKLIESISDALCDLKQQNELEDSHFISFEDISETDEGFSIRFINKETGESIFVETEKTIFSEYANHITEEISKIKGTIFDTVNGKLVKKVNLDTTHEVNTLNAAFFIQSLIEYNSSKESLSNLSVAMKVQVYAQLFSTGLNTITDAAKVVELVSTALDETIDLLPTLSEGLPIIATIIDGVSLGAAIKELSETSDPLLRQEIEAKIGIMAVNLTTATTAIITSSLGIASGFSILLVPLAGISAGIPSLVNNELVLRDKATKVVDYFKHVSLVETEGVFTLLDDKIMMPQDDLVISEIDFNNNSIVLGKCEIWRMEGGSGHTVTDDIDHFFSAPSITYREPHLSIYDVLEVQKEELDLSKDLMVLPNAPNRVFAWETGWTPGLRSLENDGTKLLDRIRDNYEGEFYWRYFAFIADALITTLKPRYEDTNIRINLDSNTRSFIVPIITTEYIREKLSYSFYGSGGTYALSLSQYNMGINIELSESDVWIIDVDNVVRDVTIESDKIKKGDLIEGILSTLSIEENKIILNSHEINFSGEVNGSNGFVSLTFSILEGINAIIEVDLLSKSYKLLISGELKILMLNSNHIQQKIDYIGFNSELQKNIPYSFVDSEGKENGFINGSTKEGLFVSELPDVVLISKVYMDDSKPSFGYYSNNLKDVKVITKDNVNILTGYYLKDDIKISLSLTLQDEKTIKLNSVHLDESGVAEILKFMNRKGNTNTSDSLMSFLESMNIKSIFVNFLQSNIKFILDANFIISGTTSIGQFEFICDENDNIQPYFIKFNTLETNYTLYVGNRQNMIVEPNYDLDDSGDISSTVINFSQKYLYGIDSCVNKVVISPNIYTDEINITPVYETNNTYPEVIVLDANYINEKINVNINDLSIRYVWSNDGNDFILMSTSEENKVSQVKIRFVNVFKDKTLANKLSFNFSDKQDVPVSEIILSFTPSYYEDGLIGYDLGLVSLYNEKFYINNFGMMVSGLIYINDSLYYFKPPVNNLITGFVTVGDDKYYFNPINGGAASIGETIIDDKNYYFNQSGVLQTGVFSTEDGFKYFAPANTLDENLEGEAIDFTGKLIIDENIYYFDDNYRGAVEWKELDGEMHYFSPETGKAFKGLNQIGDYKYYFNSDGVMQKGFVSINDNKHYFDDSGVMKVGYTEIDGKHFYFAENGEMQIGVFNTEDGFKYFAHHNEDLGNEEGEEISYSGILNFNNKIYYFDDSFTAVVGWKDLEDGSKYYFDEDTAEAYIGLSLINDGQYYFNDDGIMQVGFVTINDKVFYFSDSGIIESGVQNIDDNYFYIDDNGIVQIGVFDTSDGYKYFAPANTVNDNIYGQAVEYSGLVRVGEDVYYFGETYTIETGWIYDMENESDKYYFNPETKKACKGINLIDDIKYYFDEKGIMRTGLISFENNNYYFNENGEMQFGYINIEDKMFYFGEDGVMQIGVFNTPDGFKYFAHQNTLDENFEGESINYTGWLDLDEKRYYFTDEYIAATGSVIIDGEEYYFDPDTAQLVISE
* = called active by the depositor.

SMILES	TcdB inh
C[C@H](CO)N1C[C@H](C)[C@@H](CN(C)C(=O)c2ccncc2)Oc2cc(C#C[C@@H](C)O)ccc2S1(=O)=O	-0.8
CCCC#Cc1ccc([C@H]2[C@@H](CO)N3C(=O)CN(S(=O)(=O)Cc4ccccc4)C[C@H]23)cc1	0.8
COc1cccc(-c2cnc3c(c2)C(=O)N([C@H](C)CO)C[C@@H](C)[C@H](CN(C)Cc2ccccc2)O3)c1	-0.3
CC(=O)N1[C@@H]2Cn3c(ccc(C4=CCCC4)c3=O)[C@H]1[C@@H](C(=O)NC1CCC1)[C@@H]2CO	-2.0
OC[C@H]1[C@H](c2ccc(C#CC3(O)CCCC3)cc2)[C@@H]2CN(Cc3cccnc3)CCCCN12	1.5
CN1C(=O)c2cc(NC(=O)c3ccc(C(F)(F)F)cc3)ccc2OC[C@H]2O[C@H](CC(=O)NC3Cc4ccccc4C3)CC[C@@H]21	1.7
O=C(O)[C@@H]1[C@@H](CO)[C@@H]2Cn3c(ccc(/C=C/c4ccccc4)c3=O)[C@@H]2N1C(=O)C1CCCC1	-15.1
O=C(Nc1ccc2c(c1)OCO2)N[C@H]1C=C[C@@H](CC(=O)N2CCN(c3ccccc3)CC2)O[C@@H]1CO	0.8
CN(C)c1ccc2c(c1)[C@H]1C[C@H](CC(=O)NCc3ccc(Cl)cc3)O[C@H](CO)[C@H]1O2	-19.4
CCN1[C@H](C(=O)NCCOC)[C@@H](CO)[C@@H]2Cn3c(ccc(-c4ccc(C(=O)N(C)C)cc4)c3=O)[C@@H]21	1.2
O=C(CC1CC1)N1CC(=O)N2[C@H](C1)[C@@H](c1ccc(-c3ccccc3)cc1)[C@@H]2CO	-1.8
O=C(C1CC1)N1CC(=O)N2[C@H](CO)[C@@H](c3ccc(C#CCc4ccccc4)cc3)[C@@H]2C1	0.3
Cn1cnc(CCNC(=O)C[C@H]2CC[C@@H]3[C@H](COC[C@@H](O)CN3C(=O)Nc3ccc(C(F)(F)F)cc3)O2)c1	0.3
Cc1ccc(S(=O)(=O)N(C)C[C@H]2OCCCC[C@H](C)Oc3ccc(NC(=O)Cc4ccccc4)cc3C(=O)N([C@@H](C)CO)C[C@H]2C)cc1	1.3
N#C[C@H]1[C@@H](c2ccc(-c3cccnc3)cc2)[C@@H](CO)N1C(=O)C1CCOCC1	0.3
COCC#Cc1cnc2c(c1)C(=O)N([C@@H](C)CO)C[C@H](C)[C@@H](CN(C)S(C)(=O)=O)O2	-2.5
O=C(C1CCOCC1)N1CC(=O)N2[C@H](CO)[C@H](c3ccc(C#CC4CC4)cc3)[C@@H]2C1	0.4
CO[C@@H]1CN(C)C(=O)c2cc(NC(=O)C3CC3)ccc2OC[C@@H](C)N(C(=O)Cc2ccccn2)C[C@H]1C	-0.4
COC(=O)C[C@@H]1C[C@@H]2c3cc(NC(=O)CC4CC4)ccc3O[C@@H]2[C@H](CO)O1	1.1
CN1c2ccc(C#Cc3cccnc3)cc2[C@H]2[C@H](CCN2S(=O)(=O)c2cccc(F)c2)[C@@H]1CO	-0.6
Cc1noc(C)c1NC(=O)Nc1cccc2c1O[C@@H](CN(C)C(=O)Nc1ccccc1)[C@@H](C)CN([C@@H](C)CO)C2=O	0.6
C[C@@H]1CN([C@H](C)CO)S(=O)(=O)c2ccc(C#CCC3CCCC3)cc2O[C@@H]1CN(C)C	-0.1
COc1ccc(C#Cc2cnc3c(c2)C(=O)N([C@@H](C)CO)C[C@H](C)[C@H](CN(C)C(=O)c2ccccc2F)O3)cc1	1.2
C[C@H](CO)N1C[C@H](C)[C@H](CN(C)S(=O)(=O)c2cccc(C#N)c2)OCc2ccccc2-c2c(n(C)c3ccccc23)C1=O	-0.9
O=C1CN(S(=O)(=O)c2ccccc2)C[C@@H]2[C@@H](c3ccc(Br)cc3)[C@@H](CO)N12	0.5
C[C@@H]1CN([C@@H](C)CO)C(=O)c2cc(C3=CCCC3)cnc2O[C@H]1CN(C)S(=O)(=O)c1cn(C)cn1	1.1
O=C(C[C@H]1C[C@H]2c3cc(NC(=O)CC4CC4)ccc3O[C@H]2[C@H](CO)O1)NCCN1CCCCC1	-0.2
CCC(=O)N(C)C[C@@H]1Oc2cc(-c3ccccc3OC)ccc2S(=O)(=O)N([C@@H](C)CO)C[C@@H]1C	-6.9
C[C@H](CO)N1C[C@H](C)[C@@H](CN(C)C(=O)NC2CCCCC2)Oc2ccc(NC(=O)Nc3ccc4c(c3)OCO4)cc2C1=O	-0.6
C=CCOC(=O)[C@H]1[C@@H]2C(=O)O[C@@H](c3ccccc3)[C@@H](c3ccccc3)N2[C@@H](c2ccc(OCCOC(=O)[C@H]3C[C@H]4C(=O)N5CCC[C@H]5C(=O)N4[C@H]3c3cccc(OCCO)c3)cc2)[C@]12C(=O)Nc1ccccc12	-1.1
Cc1cc(C(=O)Nc2cccc3c2O[C@H](CN(C)Cc2ccc(Cl)c(Cl)c2)[C@H](C)CN([C@@H](C)CO)C3=O)n(C)n1	0.2
COc1cc2c(cc1OC)CN(C(=O)[C@H]1[C@@H]3C(=O)O[C@@H](c4ccccc4)[C@@H](c4ccccc4)N3[C@@H](c3ccccc3OCCO)[C@]13C(=O)Nc1ccc(C#CC4(O)CCCCCC4)cc13)CC2	-0.5
O=C(NCC[C@H]1CC[C@H](NS(=O)(=O)c2ccc(Cl)cc2)[C@@H](CO)O1)c1ccc2c(c1)OCO2	-1.3
COc1ccc(-c2ccc([C@@H]3[C@@H](CO)N(C(=O)NC(C)C)[C@H]3C#N)cc2)cc1	0.2
C[C@@H]1CN([C@@H](C)CO)S(=O)(=O)c2ccc(C#Cc3ccccc3F)cc2O[C@@H]1CN(C)C(=O)c1ccc2c(c1)OCO2	0.1
CC(=O)N(C)C[C@@H]1[C@@H](c2ccc(-c3ccccc3)cc2)[C@H](CO)N1C(=O)C1CC1	-0.3
C[C@H]1CN([C@@H](C)CO)C(=O)Cc2cc(NS(=O)(=O)c3cccs3)ccc2O[C@H]1CN(C)C	0.1
COCC(=O)N1CC2(C1)[C@H](c1ccccc1)[C@H](CO)N2C(=O)NC1CCCC1	-0.3
Cc1ccc(S(=O)(=O)N(C)C[C@H]2OCCCC[C@H](C)Oc3ccc(NC(=O)CCCN(C)C)cc3C(=O)N([C@H](C)CO)C[C@@H]2C)cc1	0.8
CCC(=O)Nc1ccc2c(c1)OC[C@H](C)N(C(=O)CC1CC1)C[C@@H](C)[C@@H](OC)CN(C)C2=O	-18.7

Arranged by molecular weight (low to high): part of the list above
SMILES	TcdB inh
C[C@@H]1CN([C@H](C)CO)S(=O)(=O)c2ccc(C#CCC3CCCC3)cc2O[C@@H]1CN(C)C	-0.1
Cc1noc(C)c1NC(=O)Nc1cccc2c1O[C@@H](CN(C)C(=O)Nc1ccccc1)[C@@H](C)CN([C@@H](C)CO)C2=O	0.6
C[C@@H]1CN([C@@H](C)CO)S(=O)(=O)c2ccc(C#Cc3ccccc3F)cc2O[C@@H]1CN(C)C(=O)c1ccc2c(c1)OCO2	0.1
C[C@H](CO)N1C[C@H](C)[C@H](CN(C)S(=O)(=O)c2cccc(C#N)c2)OCc2ccccc2-c2c(n(C)c3ccccc23)C1=O	-0.9
COc1cc2c(cc1OC)CN(C(=O)[C@H]1[C@@H]3C(=O)O[C@@H](c4ccccc4)[C@@H](c4ccccc4)N3[C@@H](c3ccccc3OCCO)[C@]13C(=O)Nc1ccc(C#CC4(O)CCCCCC4)cc13)CC2	-0.5

A portion from the list above:
SMILES	TcdB inh
Cc1noc(C)c1NC(=O)Nc1cccc2c1O[C@@H](CN(C)C(=O)Nc1ccccc1)[C@@H](C)CN([C@@H](C)CO)C2=O	0.6
C[C@@H]1CN([C@H](C)CO)S(=O)(=O)c2ccc(C#CCC3CCCC3)cc2O[C@@H]1CN(C)C	-0.1
COc1ccc(C#Cc2cnc3c(c2)C(=O)N([C@@H](C)CO)C[C@H](C)[C@H](CN(C)C(=O)c2ccccc2F)O3)cc1	1.2

In the list so far, these contain a Cl atom:
SMILES	TcdB inh
CN(C)c1ccc2c(c1)[C@H]1C[C@H](CC(=O)NCc3ccc(Cl)cc3)O[C@H](CO)[C@H]1O2	-19.4
Cc1cc(C(=O)Nc2cccc3c2O[C@H](CN(C)Cc2ccc(Cl)c(Cl)c2)[C@H](C)CN([C@@H](C)CO)C3=O)n(C)n1	0.2
O=C(NCC[C@H]1CC[C@H](NS(=O)(=O)c2ccc(Cl)cc2)[C@@H](CO)O1)c1ccc2c(c1)OCO2	-1.3

Going on with the list.
SMILES	TcdB inh
COCC#Cc1ccc([C@H]2[C@H](CO)N3CCCCN(Cc4ccncc4)C[C@@H]23)cc1	-0.2
C[C@H](CO)N1C[C@H](C)[C@@H](CN(C)C(=O)NC2CCCCC2)Oc2ccc(NC(=O)Nc3ccc(F)cc3)cc2C1=O	-0.2
COCC(=O)N1C[C@H](C)[C@@H](OC)CN(C)C(=O)c2cc(NC(=O)NC(C)C)ccc2OC[C@@H]1C	1.6
C[C@H](CO)N1C[C@H](C)[C@H](CN(C)CC2CCCCC2)OCCCC[C@H](C)Oc2ccc(NS(=O)(=O)c3ccccc3)cc2C1=O	-0.3
COCC(=O)N(C)C[C@@H]1Oc2ncc(-c3ccccc3C)cc2C(=O)N([C@H](C)CO)C[C@H]1C	0.4
O=C(C[C@H]1CC[C@@H]2[C@H](COC[C@H](O)CN2C(=O)c2ccc(F)cc2)O1)Nc1nccs1	-1.3
C[C@H]1CCCCO[C@H](CN(C)Cc2ccccc2)[C@@H](C)CN([C@@H](C)CO)C(=O)c2cc(NC(=O)Nc3ccc(F)cc3)ccc2O1	0.3
C[C@H](CO)N1C[C@H](C)[C@@H](CN(C)C(=O)CC2CC2)Oc2cc(C3=CCCC3)ccc2S1(=O)=O	0.4
Cc1ccc(S(=O)(=O)N(C)C[C@H]2OCCCC[C@@H](C)Oc3ccc(NC(=O)NC(C)C)cc3C(=O)N([C@H](C)CO)C[C@H]2C)cc1	-0.2
COc1ccc(S(=O)(=O)Nc2ccc3c(c2)C(=O)N([C@H](C)CO)C[C@@H](C)[C@@H](CN(C)Cc2ccc4c(c2)OCO4)OCCCC[C@H](C)O3)cc1	0.6
CO[C@@H]1CN(C)C(=O)c2ccc(N)cc2OC[C@@H](C)NC[C@H]1C	1.1
Cn1cnc(S(=O)(=O)N[C@@H]2CC[C@H](CC(=O)NCC3CCCCC3)O[C@@H]2CO)c1	-0.6
COc1cccc(-c2ccc3c(c2)[C@H]2[C@H](CCN2C(=O)C2CCOCC2)[C@@H](CO)N3)c1	0.7
C[C@H]1CCCCO[C@@H](CN(C)Cc2ccc3c(c2)OCO3)[C@@H](C)CN([C@@H](C)CO)C(=O)c2cc(NC(=O)CCC(F)(F)F)ccc2O1	-0.2
CS(=O)(=O)Nc1ccc2c(c1)[C@@H]1C[C@@H](CC(=O)NCc3cccc(F)c3)O[C@H](CO)[C@@H]1O2	0.4
C[C@H](CO)N1C[C@H](C)[C@@H](CN(C)C(=O)CN2CCOCC2)Oc2ncc(C3=CCCCC3)cc2C1=O	-0.1
COCC(=O)N1CCCCN2[C@H](CO)[C@@H](c3ccc(C#Cc4ccc(OC)cc4)cc3)[C@H]2C1	2.1
O=C(NC1CCC1)[C@@H]1[C@@H](CO)[C@@H]2Cn3c(ccc(-c4ccccc4)c3=O)[C@@H]2N1CCc1ccccc1	-0.4
CS(=O)(=O)N1CC2(C1)[C@H](c1ccccc1)[C@@H](CO)N2Cc1ccccc1	-0.6
C[C@H](CO)N1C[C@H](C)[C@@H](CN(C)Cc2ccccc2)Oc2ncc(C#CCc3ccccc3)cc2C1=O	1.2
CCCN(C)C[C@H]1OCCCC[C@@H](C)Oc2ccc(NC(=O)CCC(F)(F)F)cc2C(=O)N([C@@H](C)CO)C[C@H]1C	0.7
O=C(C[C@H]1C=C[C@H](NC(=O)C2CCOCC2)[C@H](CO)O1)Nc1ccccc1	-0.2
Cc1cccc(-c2ccc([C@@H]3[C@@H](CO)N4CCCCN(Cc5cncnc5)C[C@H]34)cc2)c1	1.3
O=C(N[C@H]1CC[C@H](CCn2cc(-c3ccccc3F)nn2)O[C@@H]1CO)c1ccc2c(c1)OCO2	0.5
CO[C@@H]1CN(C)C(=O)c2cc(NC(=O)Cc3ccccc3)ccc2OC[C@H](C)N(C(C)=O)C[C@H]1C	0.3
C/C=C/c1ccc([C@@H]2[C@@H](CO)N3C(=O)CN(C(=O)Cc4cccnc4)C[C@@H]23)cc1	-0.6
CS(=O)(=O)Nc1ccc2c(c1)[C@H]1C[C@H](CC(=O)NCC(F)(F)F)O[C@@H](CO)[C@H]1O2	-2.0
COc1ccc(-c2cnc3c(c2)C(=O)N([C@H](C)CO)C[C@@H](C)[C@H](CN(C)S(C)(=O)=O)O3)cc1	-1.9
COc1cccc(S(=O)(=O)N[C@@H]2CC[C@H](CCNC(=O)Cc3ccncc3)O[C@@H]2CO)c1	-0.6
COCC#Cc1cnc2c(c1)C(=O)N([C@H](C)CO)C[C@H](C)[C@H](CN(C)C(=O)Nc1cccc(F)c1)O2	0.1
CC(C)(C)S(=O)N1Cc2cc(C(=O)NCCCN3CCOCC3)nc(-c3cccc(-c4cccc(F)c4)c3)c2[C@@H]1CCO (some centres undefined)	2.0
CCC(=O)N1CCCCN2[C@H](CO)[C@@H](c3ccc(-c4cccc(C(=O)N(C)C)c4)cc3)[C@H]2C1	-0.1
CN1[C@H](C(=O)NC2Cc3ccccc3C2)[C@@H](CO)[C@@H]2Cn3c(ccc(-c4cncnc4)c3=O)[C@@H]21	-1.8
CC=Cc1ccc2n(c1=O)C[C@@H]1[C@@H](CO)[C@H](C(=O)NCCc3ccccc3)N(C(C)=O)[C@H]21 (mixture of isomers)	-0.5
CC(C)CC#Cc1ccc([C@H]2[C@H](CO)N3CCCCN(S(=O)(=O)c4ccc(F)cc4)C[C@@H]23)cc1	-9.9
COc1ccccc1NC(=O)N1C[C@H]2[C@@H](c3ccccc31)[C@@H](CO)N2C(=O)c1ccccc1	0.7
C[C@H](NC(=O)C[C@H]1CC[C@H]2[C@@H](COC[C@H](O)CN2C(=O)Nc2ccccc2)O1)c1ccccc1	-4.4
C[C@@H]1CN([C@H](C)CO)C(=O)c2cccc(NS(=O)(=O)c3ccc(F)cc3)c2O[C@@H]1CN(C)CC1CC1	0.5
Cc1noc(C)c1NC(=O)Nc1cccc2c1O[C@H](CN(C)C(=O)Nc1ccc3c(c1)OCO3)[C@H](C)CN([C@@H](C)CO)C2=O	-0.3
CCS(=O)(=O)N[C@@H]1CC[C@@H](CC(=O)NCC2CC2)O[C@H]1CO	0.0
CNC(=O)C[C@@H]1CC[C@H]2[C@@H](COc3ccc(NC(=O)Nc4cccc(Cl)c4)cc3C(=O)N2C)O1	-0.4

Screening data as filed in PubChem BioAssay.

Only part of the results is shown, so the mix of outcomes need not match the whole.
